Compound activity as filed in PubChem.
Salmonella PhoP GFP – Inhibition of PhoP regulon, Salmonella typhi GFP reporter cells, confirmation, 4 h (AID 1850); 310,000 tested, 0.33% active; inhibition, % at 50 µM, or IC50 in µM where a hit was titrated; Salmonella Typhi PhoP-promoter GFP reporter, fluorescence, 4 h; higher % means a stronger effect; in the data active = a potency from the dose series; inconclusive = inhibition mostly from about 25% at the one dose, without a potency; inactive = the rest, 99 in 100 with inhibition below about 19%;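 note: 0% = induced wells with vehicle and 100% = uninduced wells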
H37Rv inhibition – M. tuberculosis growth inhibition, HTS (AID 449762). M. tuberculosis H37Rv growth inhibition, 7H9 media; higher % means a stronger effect. 330,000 tested, 0.59% active. one-dose inhibition, % at 25 µM; IC50 in µM for titrated hits; in the data active = a potency from the dose series; inconclusive = inhibition above about 70% without an active follow-up result;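 note: bacterial growth assessed after seven days of incubation; strong numbers were not always called active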
M. tuberculosis – growth inhibition of non-replicating M. tuberculosis (AID 488890); inhibition, % at 25 µM; hits with a dose series show IC50 in µM; 320,000 tested, 0.39% active; Mycobacterium tuberculosis non-replicating, growth inhibition; higher % means a stronger effect; in the data active = a potency from the dose series; inconclusive = inhibition mostly from about 82% at the one dose, without a potency; inactive = the rest, 99 in 100 with inhibition below about 76%;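 note: plate controls were DMSO cells for no effect and high antibiotic wells for full effect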
influenza NS1A – NS1A inhibition, H1N1 influenza, cell based functional assay (AID 504329); NS1A functional cell-based assay, percent inhibition; higher % means a stronger effect; inhibition, % at 12.5 µM; hits with a dose series show IC50 in µM; 340,000 tested, 0.3% active; in the data active = a potency from the dose series; inconclusive = inhibition above about 27% without an active follow-up result; note: strong numbers were not always called active
inhibitors of VEEV – inhibitors of VEEV TC-83 cytopathic effect, confirmation, Vero cells (AID 588727) | Vero cells, VEEV TC-83 cytopathic effect inhibition; higher % means a stronger effect | one-dose inhibition, % at 20 µM; IC50 in µM for titrated hits | 350,000 tested, 0.13% active; in the data active = a potency from the dose series; inconclusive = inhibition mostly from about 14% at the one dose, without a potency; inactive = the rest, 99 in 100 with inhibition below about 12%; note: strong numbers were not always called active
inhibitors of VEEV 10K pilot screen – second read-out of inhibitors of VEEV, no call of its own (marks repeat the call); inhibition, %; measured here: 10K pilot screen inhibition
* hit, by the source's call; i = inactive; ? = inconclusive; / = not tested or not shown.

SMILES | Salmonella PhoP GFP | H37Rv inhibition | M. tuberculosis | influenza NS1A | inhibitors of VEEV | others
CCc1ccc(N=c2c([N+](=O)[O-])nn(-c3ccccc3)n2O)cc1 | 0% | 65% | 75% | 82µM* | i
CCC(C)NCCOCCOc1ccc(C)cc1OC (stereo not given) | -2% | 1% | 9% | -2% | 2.7%
O=C(Nc1nnc(-c2ccccc2F)s1)C1CCN(S(=O)(=O)c2ccc(Cl)cc2)CC1 | -3% | 4% | -7% | -4% | 0.6%
O=C(COc1ccc(/C=N/NC(=O)c2ccncc2)cc1)Nc1cccc([N+](=O)[O-])c1 | -12% | ? | 44% | 7% | 0.3%
CCN(CC)c1ccc(/C=C2\CCC(/C=C(/C#N)C(=O)Nc3ccccc3F)=C2N2CCOCC2)cc1 | / | / | / | -10% | 1.8%
CC(C)c1[nH]c(=O)c(C#N)c2c1CSC(C)(C)C2 | 11% | -1% | -4% | 1% | i
COc1ccc(C(C(=O)NC2CCCCC2)N(C(=O)c2ccco2)c2ccc(-n3cnnn3)c(C)c2)cc1 (stereo not given) | -20% | -2% | -6% | 1% | 0.1%
CCOc1ccccc1NC(=O)Cn1nnc(C(=O)Nc2ccc(C)cc2)c1N | -6% | 1% | 9% | 11% | 0.6%
CC1(C)Cc2c(cnn2-c2ccccc2)C(NC(=O)CCN2CCCC2=O)C1 (stereo not given) | -6% | 2% | -8% | 1% | i
COc1ccc2c(c1OC)C(=O)N1C2SC(C)(C)[C@H]1C(=O)NCC(C)C (stereo not given in full) | 1% | 0% | -4% | 2% | 1.4%
CC(=O)c1ccc(-c2[nH]c3ccccc3c2CCN2C(=O)c3ccccc3C2=O)cc1 | / | / | / | 2% | 9.5%
Cc1nc2cc(N3CCOCC3)c(NC(=O)C3CC3)cc2c(=O)n1Cc1ccccc1 | -1% | -5% | -20% | -4% | 1.0%

The list goes on, overlapping the part above by 2 compounds.
SMILES | Salmonella PhoP GFP | H37Rv inhibition | M. tuberculosis | influenza NS1A | inhibitors of VEEV | others
CC(=O)c1ccc(-c2[nH]c3ccccc3c2CCN2C(=O)c3ccccc3C2=O)cc1 | / | / | / | 2% | 9.5%
Cc1nc2cc(N3CCOCC3)c(NC(=O)C3CC3)cc2c(=O)n1Cc1ccccc1 | -1% | -5% | -20% | -4% | 1.0%
Cc1cccc(NC(=O)c2ccc(S(=O)(=O)N3CCCCC3)cc2)n1 | -13% | -9% | / | 6% | 5.2%
O=C(NCc1ccc(F)cc1)c1cnccn1 | -4% | 6% | 3.9µM* | 1% | i
Cc1cc2c(cc1C)N(C(=O)CN1C(=O)c3ccccc3C1=O)C(C)(C)c1ssc(=S)c1-2 | -14% | 12% | 22% | 23% | 4.1%
CN1N=C(C(=O)N2CCc3c([nH]c4ccccc34)C2c2c(F)cccc2Cl)CCC1=O (stereo not given) | 9% | -1% | 17% | -1% | 9.4%
O=[N+]([O-])c1cccc(NC(=S)Nc2nc(-c3ccc(Cl)cc3Cl)cs2)c1 | -13% | 47% | ? | / | /
Cc1cc(C)cc(NC(=O)CSc2nncn2-c2ccccn2)c1 | -1% | 0% | -7% | 1% | i | inhibitors of VEEV 10K pilot screen=0.9
COc1ccc(CNC(=O)C[C@H]2C[C@H](C(=O)N3CCOCC3)[C@@]3(CCC4CCCC4)c4[nH]c5cc(CCC(=O)N(C)C)ccc5c4CCN3C2=O)cc1OC | / | / | / | -10% | i
COc1ccc(-c2nnc(NC(=O)c3c(OC)cccc3OC)s2)cc1 | 19% | 0% | 7% | -4% | 1.2%
COc1ccc(CNC(=O)C2CCCN(S(=O)(=O)c3ccc(Br)s3)C2)cc1 (stereo not given) | 3% | 1% | -5% | 3% | 2.3%
Cc1ccc(C(=O)NCC(=O)OCc2cccc(Br)c2)cc1 | -1% | 13% | 36% | -10% | 4.0%
Cc1c(NC(=O)/C(C#N)=C/c2ccc(-c3cc(Cl)ccc3Cl)o2)c(=O)n(-c2ccccc2)n1C | -12% | -7% | 4% | 3% | 1.9%
Cc1ccc(C(=O)ON=C2CCN(c3ccc([N+](=O)[O-])cc3)CC2)cc1 | -7% | ? | 50% | -1% | 0.3%
O=C(CSc1ccc(-c2cccs2)nn1)Nc1ccccc1F | 1% | -5% | ? | 3% | 0.5%
Cc1ccc(-c2noc(CN(C(=O)CCN3C(=O)c4ccccc4C3=O)C(C)C)n2)cc1 | 2% | -3% | 5% | -2% | 1.9%
CCc1ccc(C(C)NC(=O)c2ncn[nH]2)cc1 (stereo not given) | -2% | 0% | 42% | 2% | 1.9%
CCN(CC)C(=O)Cn1cnc([N+](=O)[O-])n1 | 5% | 0% | -2% | -2% | 0.4%
CCC(=O)N1CCN(CCN=Cc2c(O)n(C)c(=O)n(C)c2=O)CC1 | -4% | -8% | -7% | 0% | 1.1%
O=C(CN1C(=O)/C(=C\c2ccc(F)cc2)Oc2ccccc21)N1CCN(c2ccccn2)CC1 | -7% | 2% | -2% | -7% | i
COc1cc(NC(=O)Cn2cnc(S(=O)(=O)N3CCc4ccccc43)c2)cc(OC)c1OC | -4% | -3% | 10% | 3% | 2.6%
Cc1ccc(NC(=S)Nc2cc(-c3ccccc3)[nH]n2)cc1Cl | 2% | 4% | 41% | 3% | 0.3%
CCCCCC(=O)Nc1cccc(C2=NOC3(C2)C[C@H](C(N)=O)N(C(=O)c2ccccc2C(=O)c2ccccc2)C3)c1 (stereo not given in full) | -15% | 4% | 30% | 11% | 4.5%
CCOC(=O)C1=C(c2ccccc2)NC(=O)NC1c1cc(OCC)c(O)c([N+](=O)[O-])c1 (stereo not given) | -6% | -4% | 7% | 7% | 0.1%
S=c1[nH]ccn1CCc1ccccc1 | -3% | -5% | -8% | -9% | 1.2%
COc1ccc(Nc2nc(N)nc(CN3CCN(c4ccc(F)cc4)CC3)n2)cc1 | -4% | ? | 12% | -11% | 9.2%
O=C(O)c1cccc(CSc2n[nH]c(-c3ccc(Cl)cc3Cl)n2)c1 | -1% | 3% | 8% | -8% | 1.5%
CCOc1ccc(NC(=O)COC(=O)c2n[nH]c3ccccc23)cc1 | / | -1% | -10% | -2% | 1.2%
NC(=O)C[C@H](NC(=O)c1ccc(Cl)cc1)C(=O)OCc1ccccc1 | / | -1% | -5% | -12% | 1.6%
Cc1ccc2c(c1)N(CC(=O)N1CCN(C3CCCCC3)CC1)C(=O)CO2 | -6% | 5% | -2% | -11% | 1.8%
CC(=O)NC(Cc1ccccc1F)C(=O)NC1CCN(C(=O)Nc2ccc(C)cc2)CC1 (stereo not given) | 3% | -1% | -2% | 7% | i
O=C(Nc1ccnn1C1CCN(C(=O)c2cccc(Cl)c2)CC1)C1CCOC1 (stereo not given) | -15% | -16% | -12% | -7% | 1.6%
O=C(c1c[nH]c2ccccc12)C(F)(F)F | 16% | 2% | -6% | 0% | 9.6%
CN(Cc1ccccc1)C(=O)c1cccc(C(=O)N(C)Cc2ccccc2)c1 | -9% | 2% | 1% | -28% | 3.3%
Cc1sc2nc(CSCC(=O)Nc3ccc(OC(F)F)cc3)[nH]c(=O)c2c1C | 1% | -10% | 5% | -1% | 1.6%
COc1ccc(OC)c(NC(=O)CN2C(=O)NC3(CCOc4ccccc43)C2=O)c1 (stereo not given) | 8% | 4% | 5% | 6% | 0.5%
CCC(C)(C)NC(=O)C(c1cccc(OC)c1)N(C(=O)c1ccn[nH]1)c1cccc(OC)c1 (stereo not given) | 7% | -2% | 14% | -4% | 4.4%
CC(C)n1c2ccccc2c2cc([N+](=O)[O-])ccc21 | -13% | -9% | 23% | 3% | 0.3%
CCCCN(CCCC)CCCNC(=O)CC1Oc2ccc(C)cc2NC1=O (stereo not given) | -7% | 1% | 14% | 2% | 1.0%
COc1ccccc1NC(=O)N1CCN(c2ccnc3cc(Cl)ccc23)CC1 | 0% | 5% | 33% | 7% | 0.4%
Cc1ccc(/C=N/NC(=S)NCCc2ccccc2)s1 | 6% | 2% | -24% | -3% | i
COC(=O)c1cc(C(=O)OCC(=O)N(C)C2CCS(=O)(=O)C2)cc([N+](=O)[O-])c1 (stereo not given) | -7% | 1% | -3% | -1% | i
Cc1ccc(N2C(=O)C3C(C2=O)C(C(=O)c2ccc(Cl)cc2)N2CCCC32)cc1 (stereo not given) | -4% | 12% | 27% | -2% | 0.7%
COc1cccc(N=c2oc3c(C)ncc(CO)c3cc2C(N)=O)c1 | 8% | -21% | -11% | -25% | 3.0%
COC(=O)c1cc(C)nc(N)c1C#N | 5% | -5% | -16% | 6% | 2.1%
CN(c1ccccc1)c1nc(N)c([N+](=O)[O-])c(Nc2cccc(F)c2)n1 | 3% | -8% | -19% | -3% | 1.0%
COC(CNS(=O)(=O)c1ccc(S(=O)(=O)N2CCCC2)cc1)OC | -14% | 6% | -7% | 5% | 0.2%
COc1ccc(-c2noc(-c3cccc(OC)c3OC)n2)cc1OC | 11% | 14% | / | 2% | 4.9%
Cc1cc(OCC(=O)OCC(=O)Nc2cc(S(=O)(=O)N3CCOCC3)ccc2Cl)ccc1Cl | / | 4% | 33% | -4% | i
O=C(CCCC(=O)Nc1cccnc1)Nc1cccnc1 | -4% | 3% | -9% | -7% | i
Cc1ccc(-n2nc3c(c2NC(=O)c2c(F)cccc2Cl)CS(=O)(=O)C3)cc1C | -6% | -2% | 2% | -3% | 5.0%
COC(=O)C1CC(O)CN1S(=O)(=O)c1cccs1 (stereo not given) | 4% | -6% | 0% | -8% | i
O=c1ccc2cc(S(=O)(=O)NCc3ccccc3)ccc2[nH]1 | -9% | -7% | 18% | 24% | 0.3%
COc1ccc(-c2nc3n(n2)C(=O)CC(c2ccco2)S3)cc1 (stereo not given) | -10% | -4% | -5% | -1% | 2.4%
C[C@@]1([C@@H](NC(=O)c2cccs2)c2ccc(-c3ccccc3)cc2)C[C@H]1C1CCCCC1 | -2% | -9% | -19% | -3% | i
O=C(O)CCC(=O)Nc1ccc(N2CCOCC2)cc1 | -7% | -3% | -1% | -1% | 0.8%
COc1ccccc1N1C(=O)CC(=O)NC1=O | -7% | 1% | 1% | -1% | 0.9%
O=c1ccc(Oc2nc(N3CCCCC3)nc(N3CCCCC3)n2)n[nH]1 | -2% | -12% | -7% | -1% | 5.1%
COc1ccc(C(=O)O/N=C2\C(=O)N(C)c3ccccc32)cc1 | 29% | 2% | 4% | -4% | 2.2%
CCN(C(=O)COC(=O)/C=C/c1cccc([N+](=O)[O-])c1)c1ccccc1 | -2% | -2% | 21% | 2% | 1.0%
Cc1cc(C=O)c(C)c2c1[nH]c1ccccc12 | / | / | / | -7% | 4.9%
Cc1ccc2c(c1)[C@@H](O)C[C@@H](C)N2N=O | 2% | -3% | -2% | -1% | 0.2%
The list goes on.
SMILES | Salmonella PhoP GFP | H37Rv inhibition | M. tuberculosis | influenza NS1A | inhibitors of VEEV | others
CCCN(Cc1nnc(-c2ccccc2Cl)o1)C(=O)c1cccc(S(=O)(=O)N2CCOCC2)c1 | -4% | -22% | -1% | 5% | 8.3%
CCC(=O)N(Cc1cc(=O)[nH]c2ccccc12)c1ccccc1C | 4% | -14% | 25% | 12% | i
CCOCCOC(=O)C1=C(C)NC(=O)NC1c1cc2c(cc1Br)OCO2 (stereo not given) | -5% | -7% | 7% | -1% | 0.7%
O=c1ccc(Cl)nn1-c1ccccc1 | 12% | 2% | -6% | -1% | i
COc1cccc(COC(=O)Nc2ccccc2F)c1 | 13% | 5% | 38% | 3% | 1.4%
Cc1occc1-c1nnc(SCC(=O)c2c[nH]c3ccccc23)n1C | 6% | -3% | 5% | -8% | 1.8%
COc1cccc(NC(=O)CSc2nnc(Cc3cccs3)n2-c2ccc(C)cc2)c1 | 3% | 0% | 16% | 10% | 10%

Structural class, the compounds so far containing a thiophene ring, fused or not
SMILES | Salmonella PhoP GFP | H37Rv inhibition | M. tuberculosis | influenza NS1A | inhibitors of VEEV | others
COc1ccc(CNC(=O)C2CCCN(S(=O)(=O)c3ccc(Br)s3)C2)cc1 (stereo not given) | 3% | 1% | -5% | 3% | 2.3%
O=C(CSc1ccc(-c2cccs2)nn1)Nc1ccccc1F | 1% | -5% | ? | 3% | 0.5%
Cc1sc2nc(CSCC(=O)Nc3ccc(OC(F)F)cc3)[nH]c(=O)c2c1C | 1% | -10% | 5% | -1% | 1.6%
Cc1ccc(/C=N/NC(=S)NCCc2ccccc2)s1 | 6% | 2% | -24% | -3% | i
COC(=O)C1CC(O)CN1S(=O)(=O)c1cccs1 (stereo not given) | 4% | -6% | 0% | -8% | i
C[C@@]1([C@@H](NC(=O)c2cccs2)c2ccc(-c3ccccc3)cc2)C[C@H]1C1CCCCC1 | -2% | -9% | -19% | -3% | i
COc1cccc(NC(=O)CSc2nnc(Cc3cccs3)n2-c2ccc(C)cc2)c1 | 3% | 0% | 16% | 10% | 10%
